Pf growth 96h – P. falciparum growth inhibition at 96 hour, primary screen for plastid delayed-death inhibitors; P. falciparum luciferase reporter growth, 96 h; Potency, µM (series often up to 28.7 µM), for the others: at the top dose activity change, negative = inhibition, most hits filed as inhibitors; 320,000 compounds, 6.9% hits; further: potency means the concentration at half of the fitted maximal effect; on the % scale 0 is the no-effect control and ±100 the full control effect
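P. falciparum expressing integrated firefly luciferase grown in erythrocytes (2% hematocrit, 0.05% parasitemia final) with compounds for 96 hours at 37 C, 5% CO2. Growth inhibition read as loss of luminescence after adding luciferase detection reagent.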
Cycloheximide cs – counter-screen for Shiga toxin inhibitors: cycloheximide protein synthesis inhibition; cell reporter, cycloheximide protein synthesis inhibition counterscreen; 300,000 compounds, 12% hits; max response, %; in the data active means max response mostly above about 13%, no sharp cut-off; inactive means mostly below about 14%; further: read at 38.3 µM for the half of the compounds with a filed dose; 0% is about no effect
LmPK inh – LmPK (Leishmania mexicana) enzyme inhibition; AID 1721; Q27686; 290,000 compounds, 0.37% hits; purified LmPK, Kinase-Glo ATP luminescence, 1 h; Potency, µM (doses to about 57.5 µM), for inactives: top-dose activity change, negative = inhibition, hits mostly inhibitors; further: potency means the concentration at half of the fitted maximal effect; on the % scale 0 is the no-effect control and ±100 the full control effect
Target sequence (Q27686 whole entry, looked up): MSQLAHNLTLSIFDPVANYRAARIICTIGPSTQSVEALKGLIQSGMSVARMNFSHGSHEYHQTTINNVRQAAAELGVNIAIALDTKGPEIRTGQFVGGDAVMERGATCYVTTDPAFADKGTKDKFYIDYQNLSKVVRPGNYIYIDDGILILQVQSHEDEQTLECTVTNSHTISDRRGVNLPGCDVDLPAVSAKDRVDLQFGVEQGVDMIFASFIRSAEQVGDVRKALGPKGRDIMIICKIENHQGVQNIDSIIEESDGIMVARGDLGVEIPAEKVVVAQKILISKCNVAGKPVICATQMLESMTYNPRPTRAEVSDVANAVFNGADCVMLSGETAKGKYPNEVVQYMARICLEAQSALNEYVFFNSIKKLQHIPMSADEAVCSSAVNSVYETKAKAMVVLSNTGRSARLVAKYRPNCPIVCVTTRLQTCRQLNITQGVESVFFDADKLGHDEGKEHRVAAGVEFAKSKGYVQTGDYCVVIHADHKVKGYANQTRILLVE
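In 50 mM imidazole pH 7.2 with 7 mM MgCl2, LmPK (0.1 nM) turned over PEP (0.5 mM) and ADP (0.1 mM) for 1 h at room temperature. Luciferase read-out of ATP.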
Pf growth 48h – P. falciparum growth inhibition at 48 hours (one generation) | P. falciparum luciferase growth in erythrocytes, 48 h | Potency, µM (titrated, usually from 28.7 µM), inactives show at the highest dose activity change, negative = inhibition, most hits filed as inhibitors | 310,000 compounds, 5.9% hits; further: potency means the concentration at half of the fitted maximal effect; on the % scale 0 is the no-effect control and ±100 the full control effect
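Read-out is firefly luciferase luminescence from an integrated reporter in P. falciparum, so falling signal marks reduced parasite growth. Infected erythrocytes were at 2% hematocrit and 0.1% parasitemia (final) in Albumax-supplemented RPMI 1640.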
HCV inhibitor – inhibitors of hepatitis C virus infection. 340,000 compounds, 3.4% hits. AID 651820. Potency, µM (series often up to 41.8 µM), inactives show top-dose activity change, negative = inhibition, hits mostly inhibitors. Huh7.5.1 HCVcc-Cre infection, luciferase reporter, 44 h; further: potency means the concentration at half of the fitted maximal effect; on the % scale 0 is the no-effect control and ±100 the full control effect
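Whole-lifecycle infectious HCVcc-Cre system; cells 1,000/well, compound then virus (~0.5 moi) added 4 h after plating, 44 h culture. Luciferase read 15 sec following 15 min substrate incubation, room temp.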
TbPYK inhibitor – blocks Trypanosoma brucei pyruvate kinase. 410,000 compounds, 0.12% hits. TbPYK enzyme, Kinase-Glo Plus ATP luminescence, 45 min. Potency, µM (highest dose often 76.8 µM), inactives show at the top dose activity, negative = inhibition, hits mostly inhibitors. Q57TT1. AID 624173; further: potency means the concentration at half of the fitted maximal effect; on the % scale 0 is the no-effect control and ±100 the full control effect; nearly all actives have a fitted effect of over 50% in size
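Glycolytic pyruvate kinase of T. brucei was incubated with substrate, test compound and 130 uM ADP for 45 minutes at room temperature. Luminescent Kinase-Glo Plus signal was measured after 10 minutes.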
Shiga inhibitor – inhibitors of Shiga toxin in Vero cells; Vero cells, Shiga toxin protein synthesis inhibition reporter; inhibition, % at 38.7 µM; 290,000 compounds, 9.2% hits; AID 2315; in the data active means inhibition mostly above about 28%, no sharp cut-off; inactive means mostly below about 43%; further: 0% is about no effect
* marks the source's active call; other numbers are inactive results; & = joins results of further samples; [ ] = another dose, or the depositor's remark. Unless noted, the call rests on the fitted dose curve; in most records, active means well fitted curve in the direction sought with a large enough effect; inconclusive means small, poorly fitted or top-dose-only effect, or another doubt; inactive means no such curve, though single readings can be large; an effect the other way counts as inactive or inconclusive.

What do the screens show for `Cc1c(NS(=O)(=O)c2cc(C(=O)NCC3CCCO3)cc(Cl)c2Cl)c(=O)n(-c2ccccc2)n1C` (stereo unspecified)?
Pf growth 96h: 0.8%; Pf growth 48h: 0.7%; HCV inhibitor: 7.9%; TbPYK inhibitor: 2.0%

Results for CC1CCCCN1S(=O)(=O)c1ccc(S(=O)(=O)N(CC(=O)Nc2ccccc2)Cc2cccs2)cc1 (stereo unspecified) ?
Pf growth 96h: 4.65µM*; Cycloheximide cs: 1.4; LmPK inh: -0.3%; Pf growth 48h: -28.9%; HCV inhibitor: 1.5%; TbPYK inhibitor: 2.6%; Shiga inhibitor: -8.6

How did Nc1c(C(=O)Nc2ccccc2)c2nc3ccccc3nc2n1CCCN1CCOCC1 do in these assays?
Pf growth 96h: inconclusive; Cycloheximide cs: -1.8; LmPK inh: 0.9%; Pf growth 48h: inconclusive; HCV inhibitor: 22.4µM*; TbPYK inhibitor: -0.6%; Shiga inhibitor: -4.8

How did COCCn1c(N)c(NCc2ccccc2)c(=O)n(CC(=O)Nc2cc(C)ccc2C)c1=O do in these assays?
Pf growth 96h: inconclusive; Cycloheximide cs: -2.3; LmPK inh: -3.3%; Pf growth 48h: inconclusive; HCV inhibitor: 3.2%; TbPYK inhibitor: 2.0%; Shiga inhibitor: -11.3

Results for COc1cccc2c1c(NC(=O)c1cc(C)on1)nn2C ?
Pf growth 96h: 31.2%[activator]; Cycloheximide cs: -2.5; LmPK inh: -4.7%; Pf growth 48h: 59.5%[activator]; HCV inhibitor: 4.3%; TbPYK inhibitor: 2.5%; Shiga inhibitor: -10.6

How did Cc1nn(C)c(C(=O)NNC(=S)Nc2ccc(Cl)cc2)c1[N+](=O)[O-] do in these assays?
Pf growth 96h: 48.9%[activator]; Cycloheximide cs: 11.6; LmPK inh: 7.8%; Pf growth 48h: 6.9%; HCV inhibitor: 2.0%; TbPYK inhibitor: -14.5%; Shiga inhibitor: -1.1

What do the screens show for `O=C(NCc1ccccc1F)C(=O)NCC1OCCCN1S(=O)(=O)c1cccs1` (stereo unspecified)?
Pf growth 96h: -75.2%; Cycloheximide cs: 9.3; LmPK inh: -1.6%; Pf growth 48h: -16.0%; HCV inhibitor: 14.4%; TbPYK inhibitor: -5.2%; Shiga inhibitor: -12.0

Results for CCN(CC)P(=O)(c1n(CC)cc[n+]1CC)N(CC)CC ?
Pf growth 96h: 2.8%; Cycloheximide cs: -1.7; LmPK inh: 7.7%; Pf growth 48h: 12.3%; HCV inhibitor: -2.4%; TbPYK inhibitor: -13.5%; Shiga inhibitor: -11.5

Results for COC(=O)c1ccc(NC(=O)N2CCOCC2)cc1 ?
Pf growth 96h: inconclusive; Cycloheximide cs: -1.7; LmPK inh: 1.1%; Pf growth 48h: -5.2%; HCV inhibitor: 22.2%; TbPYK inhibitor: -9.2%; Shiga inhibitor: 14.6

Results for Cc1nn(Cc2ccccc2Cl)c(C)c1NC(=O)c1cc(-c2ccc(F)cc2)on1 ?
Pf growth 96h: inconclusive; Cycloheximide cs: -3.1; LmPK inh: 2.2%; Pf growth 48h: 0.2%; HCV inhibitor: 3.55µM*; TbPYK inhibitor: 5.9%; Shiga inhibitor: -10.1

How did CC1CCCN(C/C(O)=C(\C#N)c2nc3ccccc3[nH]2)C1 (stereo unspecified) do in these assays?
Pf growth 96h: -0.9%; Cycloheximide cs: -4.0; LmPK inh: -2.4%; Pf growth 48h: -2.1%; HCV inhibitor: 13.9%; TbPYK inhibitor: -3.3%; Shiga inhibitor: -9.4

What do the screens show for `O=S(=O)(Cc1ccccc1)Nc1cccc(F)c1`?
Pf growth 96h: 0.0%; Cycloheximide cs: -3.3; LmPK inh: -4.0%; Pf growth 48h: 0.0%; HCV inhibitor: 27.2%; TbPYK inhibitor: -5.6%; Shiga inhibitor: 43.6

Results for Cc1ccc(N(CC(=O)NC2CCCCC2C)S(=O)(=O)c2c(C)noc2C)cc1 (stereo unspecified) ?
Pf growth 96h: 9.28µM*; Cycloheximide cs: 1.4; LmPK inh: 3.6%; Pf growth 48h: inconclusive; HCV inhibitor: 16.9%; TbPYK inhibitor: 7.5%; Shiga inhibitor: -6.4

How did CCOC(=O)C1=C(C)NC(C)=C(C(=O)OCC)C1C(=O)OC1CCOC1=O (stereo unspecified) do in these assays?
Cycloheximide cs: -3.8; LmPK inh: -16.6%; Pf growth 48h: 9.2%; HCV inhibitor: 1.7%&2.6%; TbPYK inhibitor: 2.4%&-5.5%; Shiga inhibitor: 6.7

How did Cn1c(=O)c2c(nc(CN3CCC(C(N)=O)CC3)n2Cc2ccccc2F)n(C)c1=O do in these assays?
Pf growth 96h: inconclusive; Cycloheximide cs: -5.8; LmPK inh: 8.7%; HCV inhibitor: 12.6%; TbPYK inhibitor: -1.1%; Shiga inhibitor: -6.3

Results for NC(=O)N/N=C/c1c(F)c(F)c(F)c(F)c1F ?
Pf growth 96h: -0.2%; Cycloheximide cs: -4.6; LmPK inh: -0.5%; Pf growth 48h: 3.8%; HCV inhibitor: 8.9%; TbPYK inhibitor: -24.0%; Shiga inhibitor: 13.1

What do the screens show for `CC(=O)COc1coc(CN2CCN(c3ccc(F)cc3)CC2)cc1=O`?
Pf growth 96h: -21.5%; Cycloheximide cs: -0.9; LmPK inh: -6.1%; Pf growth 48h: 12.4%; HCV inhibitor: 18.1%; TbPYK inhibitor: -1.5%; Shiga inhibitor: -6.5

What do the screens show for `CCOC(=O)C(C)(C)Sc1nc2c(cnn2-c2ccc(Cl)cc2)c(=O)[nH]1`?
Pf growth 96h: inconclusive; Cycloheximide cs: 7.0; LmPK inh: 9.5%; HCV inhibitor: -14.0%; TbPYK inhibitor: -8.0%; Shiga inhibitor: -15.1

Results for Cc1ccc(C(=O)CSc2ccccc2C(=O)O)cc1 ?
Pf growth 96h: 188.1%[activator]; Cycloheximide cs: 20.8*; LmPK inh: -5.9%; Pf growth 48h: 142.7%[activator]; HCV inhibitor: 12.5%; TbPYK inhibitor: -19.7%; Shiga inhibitor: 39.6

How did Cc1ccc(-n2ncc3c2CC(C)(C)CC3NC(=O)c2ccncc2)cc1 (stereo unspecified) do in these assays?
Pf growth 96h: inconclusive; Cycloheximide cs: -5.3; LmPK inh: -1.1%; Pf growth 48h: -28.2%; HCV inhibitor: 16.1%; TbPYK inhibitor: -9.5%; Shiga inhibitor: -15.4

Filtered by structure, the compounds so far with two or more sulfur atoms (two)
Results for CC1CCCCN1S(=O)(=O)c1ccc(S(=O)(=O)N(CC(=O)Nc2ccccc2)Cc2cccs2)cc1 (stereo unspecified) ?
Pf growth 96h: 4.65µM*; Cycloheximide cs: 1.4; LmPK inh: -0.3%; Pf growth 48h: -28.9%; HCV inhibitor: 1.5%; TbPYK inhibitor: 2.6%; Shiga inhibitor: -8.6

What do the screens show for `O=C(NCc1ccccc1F)C(=O)NCC1OCCCN1S(=O)(=O)c1cccs1` (stereo unspecified)?
Pf growth 96h: -75.2%; Cycloheximide cs: 9.3; LmPK inh: -1.6%; Pf growth 48h: -16.0%; HCV inhibitor: 14.4%; TbPYK inhibitor: -5.2%; Shiga inhibitor: -12.0

(further entries)
How did COc1ccc(/C=N/NC(=O)c2cc(C3CC3)[nH]n2)cc1OC do in these assays?
Pf growth 96h: -28.0%; Cycloheximide cs: 10.8; LmPK inh: -3.8%; Pf growth 48h: -16.5%; HCV inhibitor: 7.5%; TbPYK inhibitor: -4.4%; Shiga inhibitor: 51.6*

Results for COC(=O)CC1C(=O)NCCN1C(=O)Nc1ccccc1 (stereo unspecified) ?
Pf growth 96h: 29.7%; Cycloheximide cs: -4.8; LmPK inh: -2.9%; Pf growth 48h: 5.5%; HCV inhibitor: 7.6%; TbPYK inhibitor: 1.9%; Shiga inhibitor: -8.9

What do the screens show for `Clc1cccc(CN2CCN(Cc3ccco3)CC2)c1`?
Pf growth 96h: 16.2%; Cycloheximide cs: 7.8; LmPK inh: -3.3%; Pf growth 48h: 4.8%; HCV inhibitor: 15.6%; TbPYK inhibitor: 8.0%; Shiga inhibitor: -0.9

What do the screens show for `CCOC(=O)C(CC)Sc1nc2c(cnn2-c2ccc(F)cc2)c(=O)[nH]1` (stereo unspecified)?
Pf growth 96h: inconclusive; Cycloheximide cs: -2.9; LmPK inh: 0.7%; Pf growth 48h: -3.6%; HCV inhibitor: -6.4%; TbPYK inhibitor: -6.7%; Shiga inhibitor: -4.3

How did COC(=O)c1c(NC(C)=O)sc(C)c1C do in these assays?
Pf growth 96h: inconclusive; Cycloheximide cs: -0.9; LmPK inh: -1.7%[11.5 µM]; Pf growth 48h: -0.4%; HCV inhibitor: inconclusive; TbPYK inhibitor: -4.1%; Shiga inhibitor: 13.7

How did Cc1nn(C)c(C)c1NC(=O)Nc1ccc(Cl)c(Cl)c1 do in these assays?
Pf growth 96h: inconclusive; Cycloheximide cs: -2.8; LmPK inh: 5.6%; Pf growth 48h: 0.0%; HCV inhibitor: -1.0%; TbPYK inhibitor: -0.8%; Shiga inhibitor: 19.8

Results for COc1ccc(NC(=O)c2cccc(NC3=NC4CS(=O)(=O)CC4S3)c2)cc1Cl (stereo unspecified) ?
Pf growth 96h: 2.3%; Cycloheximide cs: 1.6; LmPK inh: -1.6%; Pf growth 48h: 7.9%; HCV inhibitor: -0.9%; TbPYK inhibitor: 3.2%; Shiga inhibitor: 0.7

How did CCOC(=O)c1c(C)oc2cc(Br)c(O)c(Br)c12 do in these assays?
Pf growth 96h: 7.8%; Cycloheximide cs: 8.4; LmPK inh: 6.7%; Pf growth 48h: -18.2%; HCV inhibitor: -12.0%; TbPYK inhibitor: -4.2%; Shiga inhibitor: 38.5

What do the screens show for `Cc1n[nH]c(C)c1CCC(=O)N/N=C/c1cccs1`?
Pf growth 96h: 66.2%[activator]; Cycloheximide cs: 4.2; LmPK inh: -0.2%; Pf growth 48h: -6.0%; HCV inhibitor: 4.9%; TbPYK inhibitor: 0.8%; Shiga inhibitor: 20.5

How did C/C(CC(=O)Nc1ccccn1)=N\NC(=O)c1ccc(C)cc1 do in these assays?
Cycloheximide cs: 18.4*; LmPK inh: 5.8%; Pf growth 48h: 36.2%[activator]; HCV inhibitor: 0.2%; TbPYK inhibitor: -11.7%; Shiga inhibitor: 56.8

Results for CCOc1cc(N2CCOCC2)c(OCC)cc1NC(=O)CN1C(=O)C2CC=CCC2C1=O (stereo unspecified) ?
Pf growth 96h: 0.0%; Cycloheximide cs: 5.5; LmPK inh: 3.3%; Pf growth 48h: inconclusive; HCV inhibitor: -3.9%; TbPYK inhibitor: -1.2%; Shiga inhibitor: 25.0

What do the screens show for `COc1ccc2[nH]cc(C(=O)CN3CCC(C)CC3)c2c1`?
Pf growth 96h: inconclusive; Cycloheximide cs: 34.6*; LmPK inh: 1.5%; Pf growth 48h: 61.1%[activator]; HCV inhibitor: -4.1%; TbPYK inhibitor: -9.1%; Shiga inhibitor: 76.5*

How did Cn1c(=O)n(C)c2cc([N+](=O)[O-])c(N3CCNCC3)cc21 do in these assays?
Pf growth 96h: 8.9%; Cycloheximide cs: 1.2; LmPK inh: -10.7%; Pf growth 48h: -8.2%; HCV inhibitor: 4.2%; TbPYK inhibitor: 30.9%[activator]; Shiga inhibitor: -3.7

Source: PubChem BioAssay
